p53ts 39C tox – qHTS Screen for Compounds that Selectively Target Cancer Cells with p53 Mutations: Cytotoxicity of p53ts Cells at the Nonpermissive Temperature; H1299-p53A138V viability at 39C, ATP luminescence, 24 h; 130,000 compounds, 1.5% hits; Potency, µM (series often up to 46.1 µM), inactives show at the highest dose activity change, negative = cell killing, hits mostly cytotoxic; further: nearly all actives have a fitted effect of over 55% in size
IkB signaling – IkB Signaling; ABC-DLBCL IkBa-CBG/CBR dual luciferase ratio, 4 h; response scale: scaled: untreated 0%, proteasome inhibitor 100%; 110,000 compounds, 0.04% hits; Potency, µM (top dose mostly 57.1 µM), for the others: at the highest dose IkBa stabilization activation; active means well fitted curve in the direction sought with a large enough effect in the signal ratio, not every such curve was filed as active; inconclusive means small, poorly fitted or top-dose-only effect, or a change in a side signal; the % refers to the signal ratio;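 further: the direction sought is a rising ratio; 0% = basal untreated cells and 100% = reference inhibitor full response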
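In this assay, an IκBα–CBG68 fusion accumulates when IKK-driven degradation is blocked; native CBR normalizes for cell number. OCI-Ly3 cells were treated 4 h with compound and doxycycline, then green and red light read after Chroma-Glo addition.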
p53ts 32C tox – qHTS Screen for Compounds that Selectively Target Cancer Cells with p53 Mutations: Cytotoxicity of p53ts Cells at the Permissive Temperature; 130,000 compounds, 0.93% hits; H1299-p53A138V at 32C, ATP luminescence viability, 24 h; Potency, µM (top dose mostly 46.1 µM), for inactives: at the top dose activity change, negative = cytotoxicity, hits mostly cytotoxic;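 further: 0% = DMSO and -100% = full killing by reference compound; nearly all actives have a fitted effect of over 55% in size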
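H1299-p53 A138V cells (temperature-sensitive p53) exposed 24 h to up to 46 uM compound at 32C, where p53 is wild-type in conformation. Viability read as ATP luminescence and normalised to DMSO and 100 uM tamoxifen. AC50 fitted with the Hill equation.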
Imprint erasure – qHTS Assay for Compounds that Induce Erasure of Genomic Imprints. Potency, µM (titrated, usually from 60.7 µM), inactives show top-dose activity change, positive = activation, most hits filed as activators. mouse ES Peg3-LacZ reporter, beta-gal luminescence, 40 h. 110,000 compounds, 0.02% hits;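 further: 0% = negative control wells on the plate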
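Gelatin-coated wells received 300 freshly trypsinized female ES cells with a Peg3LacZ-Neo reporter on the maternal allele, then incubated 40 hours at 37C. BetaGlo was added for 5 minutes at room temperature before a single luminescence read.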
The depositor's hits bear a star; ? = inconclusive; / = not tested or not shown; [ ] = remark or other dose. Unless noted, the call rests on the fitted dose curve; in most records, active means well fitted curve in the direction sought with a large enough effect; inconclusive means small, poorly fitted or top-dose-only effect, or another doubt; inactive means no such curve, though single readings can be large; an effect the other way counts as inactive or inconclusive. Unless noted, on the % scale 0 is the no-effect control and ±100 the full control effect; potency means the concentration at half of the fitted maximal effect. An unsorted share of the library; overall some 1.7% were active at least once.

Field names – A = p53ts 39C tox; B = IkB signaling; C = p53ts 32C tox; D = Imprint erasure
Cc1occc1C(=O)N1CCN(c2ccc(Cl)c(Cl)c2)CC1
  A: -6%; B: ?; C: -4%; D: -4%

O=C(CCCCCn1c(=O)[nH]c2ccsc2c1=O)NCc1ccccc1
  A: 31%[activator]; B: ?; C: 4%; D: 6%[10.9 µM]

Cc1c(N2C(=O)C(=O)/C(=C(/O)c3ccccc3)C2c2ccc(F)cc2)c(=O)n(-c2ccccc2)n1C (configuration not stated)
  A: 20%; B: /; C: 17%; D: /

COc1ccc(Cl)cc1NC(=O)Cn1ncc2c3ccccc3n(Cc3ccccc3)c2c1=O
  A: ?; B: 1.8%; C: 2%; D: -11%[10.9 µM]

COc1ccc(OCc2cccc(C(=O)O)c2)cc1
  A: 5µM*; B: ?; C: 6.3µM*; D: -90%[inhibitor]

CC(C)Cn1c(=O)c(C2=NS(=O)(=O)c3ccccc3N2)c(O)c2ccccc21
  A: 9%; B: 6.5%; C: 7%; D: -5%

Cc1cc(C)cc(NC(=O)c2nnn(Cc3cccc(Br)c3)c2N)c1
  A: -23%; B: 0.5%; C: 4%; D: 2%[10.9 µM]

O=C(NC1CCN(Cc2ccccc2)CC1)c1ccc(Cn2c(=O)c3ccccc3n(Cc3cccc(F)c3)c2=O)cc1
  A: -9%; B: 5.2%; C: 4%; D: -12%[10.9 µM]

O=C(Cn1c(=O)oc2ccccc21)Nc1ccc(S(=O)(=O)N2CCCCC2)cc1
  A: 6%; B: -2.3%; C: -2%; D: -4%

CC1=C(C(=O)OCc2ccccc2)C(c2ccccc2)NC(=O)N1CCCCCC(=O)O (configuration not stated)
  A: 1%; B: /; C: 1%; D: -6%

Cc1cc(C)c(OCC(=O)Nc2nnn(C)n2)c(Br)c1
  A: -1%; B: 2.6%; C: -5%; D: 13%

CCN(CC)C(=O)c1cc2cc(Br)ccc2oc1=O
  A: 9%; B: 2.7%; C: -1%; D: 6%

COC(=O)c1ccccc1S(=O)(=O)N(Cc1cc2ccc(OC)cc2[nH]c1=O)CC1CCCO1 (configuration not stated)
  A: 4%; B: 0.4%; C: 7%; D: -6%

O=C(Nc1ccc(F)c(Cl)c1)c1cc(S(=O)(=O)N2CCCc3ccccc32)ccc1F
  A: -12%; B: -0.4%; C: -2%; D: -21%[10.9 µM]

CN1CC[C@@]2(CCCN(S(=O)(=O)c3ccccc3)C2)C1
  A: -5%; B: 1.1%[11.4 µM]; C: 6%; D: /

CC(=O)c1cc(C#N)c(SCC(=O)OC(C)C)nc1C
  A: -20%; B: -5.1%; C: 2%; D: -1%

CN(CC(=O)N1CCN(c2ccccn2)CC1)S(=O)(=O)c1ccc2ccccc2c1
  A: 4%; B: ?; C: 1%; D: -11%

O=C(CC1(O)C(=O)N(CCc2ccccc2)c2ccc(Br)cc21)c1ccccc1 (configuration not stated)
  A: ?; B: ?; C: -29%; D: -14%[10.9 µM]

CCOCC(=O)NCc1ccc2c(c1)OCO2
  A: 14%; B: 0.7%; C: -1%; D: 10%

[O-]/[N+](=C\c1ccccc1)[C@@H]1CCCC[C@@H]1/[N+]([O-])=C/c1ccccc1
  A: 3%; B: 1.4%; C: 4%; D: -4%

CC(C)(C)c1ccc(C(=O)Nc2cc(-c3nc4ccccc4o3)ccc2Cl)cc1
  A: 4%; B: ?; C: -11%; D: -17%[10.9 µM]

COc1ccc2nc(NC(=O)CCn3cccc3)sc2c1
  A: -5%; B: /; C: -13%; D: /

Nc1c(-c2nc(-c3ccc4c(c3)OCO4)cs2)c2ccccn2c1C(=O)c1ccccc1
  A: -8%; B: -0.1%; C: -11%; D: -10%[10.9 µM]

COc1cc(Br)ccc1C1C(C(=O)Nc2ccc(C)cc2C)=C(C)Nc2nnnn21 (configuration not stated)
  A: ?; B: ?; C: 14%; D: -11%[10.9 µM]

O=C(CN1CCN(S(=O)(=O)c2ccc(F)cc2)CC1)Nc1cccc(C(F)(F)F)c1
  A: -19%; B: 1.1%; C: -4%; D: -33%[inhibitor]

Complete entries as entered above. Order of values: p53ts 39C tox	IkB signaling	p53ts 32C tox	Imprint erasure
`Nc1c(-c2nc(-c3ccc4c(c3)OCO4)cs2)c2ccccn2c1C(=O)c1ccccc1` reads -8%	-0.1%	-11%	-10%[10.9 µM]
`Cc1cc(C)cc(NC(=O)c2nnn(Cc3cccc(Br)c3)c2N)c1` reads -23%	0.5%	4%	2%[10.9 µM]

Next section:
Field names – A = p53ts 39C tox; B = IkB signaling; C = p53ts 32C tox; D = Imprint erasure
COc1ccc(Cl)cc1Nc1nc(NCCO)nc(N2CCCC2)n1
  A: -3%; B: -0.2%; C: -1%; D: 15%

CCOC(=O)c1[nH]c(C)c(CCC(=O)N2CCN(c3ccccc3)CC2)c1C
  A: -11%; B: -1.8%; C: -2%; D: 8%[10.9 µM]

CCOC(=O)c1ccc(N2C(=O)c3n[nH]c(-c4cccs4)c3C2c2ccc(C(C)C)cc2)cc1 (configuration not stated)
  A: 10µM*; B: ?; C: ?; D: -13%[10.9 µM]

COc1ccc(-c2nc3scc(CCNS(=O)(=O)c4c(C)noc4C)n3n2)cc1
  A: -1%; B: -1.6%; C: 2%; D: -2%[10.9 µM]

Cc1cccc(C(=O)Oc2coc(CSc3nnc(NC(=O)C4CC4)s3)cc2=O)c1
  A: 13%; B: /; C: 10%; D: /

CC(=O)c1cnc(N2CCCCC2)nc1C
  A: 0%; B: 1.9%; C: 2%; D: ?

Nc1c(S(=O)(=O)c2cccs2)c2nc3ccccc3nc2n1/N=C/c1cccc(O)c1
  A: ?; B: ?; C: -4%; D: -33%[inhibitor]

Cc1ccnc(NC(=O)CCC(=O)N(CC(=O)NC2CCCCC2)c2cccc(C)c2C)c1
  A: -8%; B: -0.1%; C: 11%; D: -2%

CCCCCOC(=O)c1cc(=O)[nH]c2ccccc12
  A: -9%; B: 15%; C: -3%; D: -14%

COc1cccc(-c2nc(-c3ccc4c(c3)-c3ccccc3S4(=O)=O)c(-c3ccccc3)[nH]2)c1OC
  A: -4%; B: /; C: 10%; D: /

CCOc1ccc(NS(=O)(=O)c2ccc3nc(-c4ccccc4)[nH]c3c2)cc1
  A: -24%; B: ?; C: 1%; D: 8%[10.9 µM]

COCCCn1c(SCC(=O)NC(C)(C)C)nnc1-c1ccccc1
  A: -7%; B: -0.1%; C: 2%; D: 4%

O=C(CSc1oc(-c2ccccc2)nc1S(=O)(=O)c1ccc(Cl)cc1)NC1CCCCC1
  A: 15%; B: -2.6%; C: -8%; D: 9%[10.9 µM]

Cc1ccc2c(c1)[nH]c1c(=O)n(CCN3CCCCC3)cnc12
  A: 8%; B: -1.6%; C: -3%; D: -8%

Cn1c(=O)c2c(ncn2CC(=O)N2CCOCC2)n(C)c1=O
  A: 4%; B: 1.0%; C: -8%; D: 3%

Cc1cccc(OCCCCn2nnc3sc4c(c3c2=O)CCC(C)C4)c1 (configuration not stated)
  A: -26%; B: ?; C: 2%; D: -6%[10.9 µM]

COc1ccc(N(C(=O)/C=C\C(=O)Nc2ccc(Cl)cc2)C(C(=O)NCc2ccco2)c2ccc(C)cc2)cc1 (configuration not stated)
  A: -17%; B: ?; C: -5%; D: -14%[10.9 µM]

COc1ccc(C(=O)NCCn2cc(SCC(=O)Nc3nnc(C)s3)c3ccccc32)cc1
  A: -21%; B: ?; C: 0%; D: -8%

Cc1ccc(CNC(=O)CN2CCN(Cc3ccc(F)cc3)C2=O)cc1
  A: -4%; B: ?; C: 4%; D: -6%[10.9 µM]

COc1cccc(CNC(=O)C2CCN(c3nnc(-n4c(C)ccc4C)s3)CC2)c1OC
  A: -20%; B: 2.1%; C: -9%; D: 10%[10.9 µM]

C=CCc1cccc2cc(C(=O)Nc3cccc(Cl)c3)c(=O)oc12
  A: 18%; B: 0.2%; C: -5%; D: 4%[10.9 µM]

COc1ccc(-n2nc(C(=O)N3CCN(c4cccc(C)c4C)CC3)c3c4ccccc4n(C)c3c2=O)cc1
  A: 19%; B: -0.9%; C: 9%; D: -6%[10.9 µM]

CN(c1ccccc1C(=O)O)S(C)(=O)=O
  A: 11%; B: 1.8%; C: -3%; D: /

O=C(c1cccs1)N1CCCC1
  A: 7%; B: /; C: 3%; D: /

CC1(C)Cc2c(sc3c2c(=N)n(Cc2ccco2)c(=O)n3CC(=O)Nc2ccc(Cl)cc2)CO1
  A: 35%[activator]; B: ?; C: 5%; D: -40%[inhibitor]

Brought forward from above: 6 entries; new compounds follow.
Field names – A = p53ts 39C tox; B = IkB signaling; C = p53ts 32C tox; D = Imprint erasure
COc1cccc(CNC(=O)C2CCN(c3nnc(-n4c(C)ccc4C)s3)CC2)c1OC
  A: -20%; B: 2.1%; C: -9%; D: 10%[10.9 µM]

C=CCc1cccc2cc(C(=O)Nc3cccc(Cl)c3)c(=O)oc12
  A: 18%; B: 0.2%; C: -5%; D: 4%[10.9 µM]

COc1ccc(-n2nc(C(=O)N3CCN(c4cccc(C)c4C)CC3)c3c4ccccc4n(C)c3c2=O)cc1
  A: 19%; B: -0.9%; C: 9%; D: -6%[10.9 µM]

CN(c1ccccc1C(=O)O)S(C)(=O)=O
  A: 11%; B: 1.8%; C: -3%; D: /

O=C(c1cccs1)N1CCCC1
  A: 7%; B: /; C: 3%; D: /

CC1(C)Cc2c(sc3c2c(=N)n(Cc2ccco2)c(=O)n3CC(=O)Nc2ccc(Cl)cc2)CO1
  A: 35%[activator]; B: ?; C: 5%; D: -40%[inhibitor]

CC(C)(C)OC(=O)N1CCC(c2c(C(=O)NC3CCCCC3)cnn2-c2ccc(F)cc2F)CC1
  A: 1%; B: ?; C: 25%; D: -5%[10.9 µM]

CC1Cc2cc(S(=O)(=O)CCC(=O)Nc3ccc(F)cc3Cl)ccc2N1C(=O)C1CC1 (configuration not stated)
  A: -22%; B: -1.6%; C: 6%; D: 3%[10.9 µM]

COc1ccc(-c2nc3ccccc3o2)cc1NC(=O)CSc1ccc(Cl)cc1
  A: 20%; B: -1.0%; C: -7%; D: -12%[10.9 µM]

COc1ccc(CNC(=O)Cn2c(=O)cc(C)c3c(C)nn(-c4cccc(Cl)c4C)c32)cc1
  A: -27%; B: -1.3%; C: 0%; D: -8%[10.9 µM]

O=C(NCCN1CCOCC1)c1ccc(-c2ccccc2)cc1
  A: 5%; B: -1.8%; C: 6%; D: -29%

COc1ccc(NC(=O)CSc2oc(-c3ccco3)nc2S(=O)(=O)c2ccc(C)cc2)c(OC)c1
  A: 11%; B: ?; C: 15%; D: -13%[10.9 µM]

CCOC(=O)c1ccc(NC2=CC(c3ccc(Br)cc3)N(c3ccc(C(=O)OCC)cc3)C2=O)cc1 (configuration not stated)
  A: 6%; B: 0.5%; C: -4%; D: 13%[10.9 µM]

CCOc1cccc(C(=O)N2CCC(c3nc4ccccc4s3)CC2)c1
  A: -10%; B: ?; C: -9%; D: -13%[10.9 µM]

COc1cc(NC(=O)C2CCCCC2)c(OC)cc1NC(=O)CN1CCCCC1
  A: -2%; B: 0.6%; C: 4%; D: -13%

COC(=O)c1cc(NC2(c3ccccc3)C(=O)c3ccccc3C2=O)cc(C(=O)OC)c1
  A: 48%; B: 1.1%; C: 8%; D: -9%[10.9 µM]

Cc1ccc(OCc2nnc(SCC(=O)Nc3ccc4c(c3)OCCO4)n2Cc2ccco2)cc1
  A: 7%; B: ?; C: 9%; D: -20%

COc1cccc(Cn2c(=O)c(CCc3ccccc3)nc3cnc(N4CCNCC4)nc32)c1
  A: ?; B: 0.7%[11.4 µM]; C: 12%; D: -32%[inhibitor]

COc1cc(C(=O)OCn2nnc3ccccc3c2=O)cc(OC)c1OC
  A: -17%; B: 0.0%; C: -3%; D: -12%

N#Cc1nc(COc2ccccc2)oc1N1CCN(Cc2ccccc2)CC1
  A: -10%; B: -0.5%; C: -2%; D: -21%
